# ERAP1 inh: inhibitors of human ERAP1 aminopeptidase. Q9NZ08. recombinant ERAP1, Leu-AMC fluorescence, 60 min. inhibition, % at 10.7 µM. hit rate 0.15% among 340,000;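 active means mean replicate inhibition of at least 30%, or all replicates individually reaching that 30% level; inactive means mean below 30% and not every replicate reaching it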;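 further: 0% = neutral control wells and 100% = L-leucinethiol positive control wells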
# Target sequence (Q9NZ08 whole entry, looked up): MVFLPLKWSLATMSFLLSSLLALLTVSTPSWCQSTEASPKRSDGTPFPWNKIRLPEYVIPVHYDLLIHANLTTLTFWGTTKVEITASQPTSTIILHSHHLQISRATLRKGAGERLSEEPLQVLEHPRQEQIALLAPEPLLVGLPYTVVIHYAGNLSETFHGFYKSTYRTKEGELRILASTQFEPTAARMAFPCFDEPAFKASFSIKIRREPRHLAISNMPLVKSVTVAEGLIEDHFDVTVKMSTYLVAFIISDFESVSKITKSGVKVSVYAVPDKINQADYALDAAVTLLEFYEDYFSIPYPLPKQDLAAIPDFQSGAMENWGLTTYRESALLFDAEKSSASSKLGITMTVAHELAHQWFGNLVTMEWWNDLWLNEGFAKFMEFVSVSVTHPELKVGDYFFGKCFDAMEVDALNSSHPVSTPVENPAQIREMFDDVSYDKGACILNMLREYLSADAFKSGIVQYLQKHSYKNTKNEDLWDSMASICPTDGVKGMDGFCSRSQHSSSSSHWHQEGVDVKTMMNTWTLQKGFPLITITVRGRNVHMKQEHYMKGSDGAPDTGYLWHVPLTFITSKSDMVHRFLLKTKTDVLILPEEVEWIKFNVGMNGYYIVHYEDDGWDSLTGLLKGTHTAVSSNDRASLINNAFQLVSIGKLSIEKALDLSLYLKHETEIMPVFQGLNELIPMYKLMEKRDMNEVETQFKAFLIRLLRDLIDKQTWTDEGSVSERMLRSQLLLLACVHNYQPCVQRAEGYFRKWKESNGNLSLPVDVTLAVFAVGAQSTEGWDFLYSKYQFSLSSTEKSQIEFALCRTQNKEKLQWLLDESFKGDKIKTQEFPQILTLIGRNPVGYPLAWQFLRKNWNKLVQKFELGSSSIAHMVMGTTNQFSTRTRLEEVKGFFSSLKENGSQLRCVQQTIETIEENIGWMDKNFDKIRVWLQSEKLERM
# C2C12 statin: suppressors of simvastatin-induced myotoxicity in C2C12 myotubes; rescue of ATP level, % at 7.49 µM; hit rate 0.78% among 330,000; ATP luminescence, 48 h; scaled: DMSO 0, geranylgeraniol control 100; AID 602340;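 active means mean ATP rescue above about 67%, or every replicate alone reaching that limit, limit read from the data, passing the limit was not always enough; inconclusive means no clear call, values can overlap the other calls; inactive means mean under the limit and some replicate under it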;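 further: myotubes were challenged with 10 µM simvastatin during compound exposure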
# S100A4 MyoIIA: blocks human S100A4 binding to myosin IIA peptide. AID 652163. inhibition, % at 10.7 µM. hit rate 0.14% among 360,000. P26447. S100A4/TAMRA-MyoIIA peptide fluorescence polarization;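 active means mean inhibition of at least 70% across replicates, with every replicate also reaching that level; inconclusive means mean inhibition reaches 70% but some replicates fall short; inactive means mean inhibition below 70%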
# Target sequence (P26447 whole entry, looked up): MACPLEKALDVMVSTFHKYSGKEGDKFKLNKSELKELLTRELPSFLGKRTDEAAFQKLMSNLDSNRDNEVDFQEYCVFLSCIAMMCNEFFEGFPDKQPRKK
#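 assay system = human S100A4 monomer with TAMRA-labelled myosin IIA peptide | also added = labelled myosin peptide probe, 5 nM | incubation = 5 min between mix addition and reading | control set = DMSO and TFP controls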
# PGC1a acetyl inh: modulators of PGC1a acetylation. hit rate 0.17% among 350,000. U2OS PGC1a acetylation, AlphaScreen anti-acetyl-lysine; with virally co-expressed GCN5 acetyltransferase. AID 651687. inhibition, % at 15.6 µM;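 active means every replicate shows inhibition of at least 40%; inconclusive means mean inhibition at least 40% but some replicate below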;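 further: 0% = neutral control wells and 100% = positive control wells; some results beyond the cut were filed as inactive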
# SIRT5 block: blocks human SIRT5 desuccinylation of peptide | inhibition, % at 15 µM | Purified SirT5, succinyl-peptide AMC, trypsin-coupled fluorescence | hit rate 1.1% among 330,000 | AID 652115; in the data active means inhibition above about 15%; inconclusive means no clear call, values can overlap the other calls
# LGR2 inh: Drosophila LGR2 receptor signaling inhibition. HEK293 LGR2, CRE-luciferase, bursicon-stimulated, 4 h. hit rate 0.35% among 380,000. inhibition, % at 9.99 µM;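 active means drop in luminescence signal, shown as inhibition above about 50% in the replicate tests, limit read from the data, passing the limit was not always enough; inconclusive means probably only some replicates passing the limit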;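 further: agonist challenge used bursicon conditioned medium at about half maximal strength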
# Cneo AK release: causes C. neoformans cell lysis; adenylate kinase release luminescence, 4 h; normalised: neutral wells 0, clomiphene wells 100; lysis activity, % at 15 µM; hit rate 0.2% among 360,000;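 active means mean lysis activity across replicates of at least 80%, whatever share of replicates individually reach that level; inactive means mean lysis activity below 80%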
#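 Assay system: log-phase C. neoformans yeast / Quantity: yeast cell density of 5 × 10^6 cells/mL / Medium: fresh YPD growth medium / Compound: single dose / Timing: static 4 h at 37 °C with compound, 1 h detection / Measured by: adenylate kinase release luminescence / Read-out: lysis from increased AK signal / Benchmarks: Clomiphene as positive lysis control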
# Xi reactivation: activators of X-chromosome reactivation in mouse fibroblasts | XiGFP mouse fibroblasts, % GFP-positive cells imaging, 3 d; cells co-treated with 5-aza-dC sensitizer; scaled so ellipticine positive control = 100% | AID 743238 | activation, % at 7.58 µM | hit rate 0.055% among 360,000;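 active means mean normalized replicate activation at least 10% and every replicate at or above 10%; inconclusive means only one of the two criteria met; inactive means mean below 10% and not all replicates reach 10%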;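 further: 0% = median of on-plate neutral control wells and 100% = ellipticine 6 µM median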
#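 Material: XiGFP fibroblasts, SV40-immortalized. Buffer or medium: DMEM plus 5-aza-dC sensitizer. Compound: single concentration per compound, delivered by pin transfer. Times: 3 days compound exposure. Controls: ellipticine 6 µM.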
# An asterisk follows results filed as active; ? = inconclusive; / = not tested or not shown. These rows are one share of the data; the hit share may differ from the screen's.
SMILES,ERAP1 inh,C2C12 statin,S100A4 MyoIIA,PGC1a acetyl inh,SIRT5 block,LGR2 inh,Cneo AK release,Xi reactivation
C[C@@H]1CN([C@@H](C)CO)C(=O)c2cc(C#C[C@@H](C)O)cnc2O[C@H]1CN(C)C(=O)Cc1ccncc1,-2.7,2.0,87.3*,7.1,1.1,-2.0,-0.9,0.7
CCCNC(=O)N(C)C[C@@H]1Oc2ncc(C#Cc3ccccc3F)cc2C(=O)N([C@H](C)CO)C[C@H]1C,1.6,/,-12.2,10.4,-0.8,-4.5,-3.1,-0.8
CCNc1nc(Nc2ccc(C)c(Cl)c2)c2cnn(C)c2n1,-0.3,-11.9,-16.0,-2.0,-3.2,-0.4,-6.3,0.0
COc1ccc(CCNC(=O)C2CCCN(S(=O)(=O)c3ccccc3)C2)cc1 (stereo not drawn),3.4,-11.1,-9.8,2.0,-0.7,6.1,-0.8,-0.1
O=C(C[C@H]1CC[C@H](NC(=O)Cc2ccccn2)[C@H](CO)O1)NCCCN1CCOCC1,-3.8,0.0,-1.8,1.8,5.0,11.9,-1.0,1.0
C[C@H](CO)N1C[C@H](C)[C@H](CN(C)C)Oc2ncc(Br)cc2C1=O,-2.9,0.9,-5.3,9.8,6.4,-19.1,0.6,0.7
C[C@@H]1CN([C@@H](C)CO)C(=O)Cc2cc(NC(=O)C3CC3)ccc2O[C@H]1CN(C)S(=O)(=O)c1ccc(Cl)cc1,-3.9,3.2,-5.0,-2.6,-4.8,5.3,-3.3,0.1
CC(C)c1ccc(OCC(=O)N2CCN(C(=O)c3ccco3)CC2)cc1,-0.3,9.0,1.8,/,-1.7,7.4,-0.6,0.4
Cc1cccc(C)c1NC(=O)CN1C(=O)N(C)Cc2ccccc21,7.8,-9.8,2.0,-2.9,-3.4,3.4,1.0,0.0
COc1cccc(CN2CC(C(=O)NCCCn3ccnc3C)CCC2=O)c1 (stereo not drawn),-0.2,1.3,18.0,-5.4,-0.5,-5.5,2.2,0.1
CC1=C([C@H](O)c2ccccc2)[C@H](CO)n2c(=O)n(-c3ccccc3)c(=O)n2C1,-1.5,/,-8.5,12.0,6.0,/,-3.8,/
CN(CC(=O)OCC(N)=O)S(=O)(=O)c1ccc(Cl)cc1,1.4,/,1.7,/,-5.8,7.6,/,0.4
CCC(CO)Oc1cc(NC(=O)c2cccc(Cl)c2)c2ncn(C(C)C)c2c1 (stereo not drawn),4.7,-44.8,1.7,4.8,-5.7,17.7,-4.3,0.0
C[C@@H]1CN([C@@H](C)CO)C(=O)Cc2cc(NC(=O)C3CCCCC3)ccc2O[C@H]1CN(C)Cc1ccccc1,-1.8,31.6,-13.4,-2.1,5.3,17.6,0.3,0.3
COC(=O)C[C@@H]1C[C@@H]2c3cc(NC(=O)Nc4ccc(OC)cc4)ccc3O[C@@H]2[C@@H](CO)O1,-0.6,/,-21.3,-6.9,-4.8,15.3,/,-0.1
C/C(=N\NC(=S)NCC(C)(C)C)c1cc(F)cc(F)c1O,-1.2,-59.5,-0.5,5.0,2.8,-34.4,-8.3,0.1
O=C(c1cc(-c2cccnc2)nc2ccccc12)N1CCCc2ccccc21,/,/,/,10.3,/,30.5,2.4,0.0
O=C1CC(=O)Nc2cc(S(=O)(=O)Nc3ccc(F)cc3Cl)ccc2N1,/,1.8,2.9,-1.5,/,13.8,-0.2,0.4
CCc1ccc(C(=O)OCC(=O)NC2CCCC2)cc1,-3.7,2.0,5.8,4.1,-3.8,0.6,3.4,0.0
Cc1noc(C)c1S(=O)(=O)Nc1ccc2c(c1)CC(=O)N([C@@H](C)CO)C[C@H](C)[C@H](CN(C)Cc1ccc3c(c1)OCO3)O2,-1.3,-14.2,3.0,0.7,-1.8,3.6,0.5,0.1

# Continued; it opens with the 2 that closed the last part.
SMILES,ERAP1 inh,C2C12 statin,S100A4 MyoIIA,PGC1a acetyl inh,SIRT5 block,LGR2 inh,Cneo AK release,Xi reactivation
CCc1ccc(C(=O)OCC(=O)NC2CCCC2)cc1,-3.7,2.0,5.8,4.1,-3.8,0.6,3.4,0.0
Cc1noc(C)c1S(=O)(=O)Nc1ccc2c(c1)CC(=O)N([C@@H](C)CO)C[C@H](C)[C@H](CN(C)Cc1ccc3c(c1)OCO3)O2,-1.3,-14.2,3.0,0.7,-1.8,3.6,0.5,0.1
O=C(Oc1ccc2ccc(=O)oc2c1)c1ccccc1,-3.0,-0.5,-0.5,/,-10.9,-5.9,2.0,0.0
COCC(=O)Nc1ccc2c(c1)OC[C@@H](C)N(C(=O)CC1CC1)C[C@@H](C)[C@@H](OC)CN(C)C2=O,-4.9,15.1,-9.8,15.8,-0.2,0.7,-2.3,-0.2
CO[C@@H]1CN(C)C(=O)c2cc(NS(=O)(=O)c3ccccc3)ccc2OC[C@@H](C)N(C)C[C@H]1C,-0.1,9.7,2.3,/,-3.3,9.3,2.9,0.4
COCC(=O)Nc1ccc2c(c1)[C@@H]1C[C@H](CC(=O)NCc3ccccc3OC)O[C@H](CO)[C@@H]1O2,-2.1,5.3,55.8,-1.1,-0.3,-0.4,7.4,0.0
COc1cccc(N2CCN(C(=O)c3cc(C)oc3C)CC2)c1,0.5,-11.9,5.7,0.2,0.3,-1.9,5.4,0.0
CCn1ncc(NC(=S)Nc2ccc3c(c2)OCO3)c1C(N)=O,0.0,/,-3.0,-10.7,-4.1,/,/,0.0
CCOC(=O)c1ccccc1NC(=O)N[C@@H](C)C(=O)OC,2.9,22.1,-4.8,7.3,-4.8,-3.6,-0.9,/
COC(=O)CSc1nc2ccc(N)cc2s1,-3.7,24.5,-6.9,/,-7.2,-3.8,2.8,0.0
CC1(C(=O)Nc2ccc3c(c2)OCCO3)CN(S(C)(=O)=O)CC(=O)N1CCCN1CCOCC1 (stereo not drawn),-1.3,/,2.5,/,-1.8,-4.7,/,-0.1
O=C1S/C(=C/c2ccccc2)C(=O)N1CC(O)Cn1c2ccccc2c2ccccc21 (stereo not drawn),/,/,/,-1.8,/,16.7,-8.0,0.4
COc1ccc(NC(=O)Nc2ccc3c(c2)C(=O)N([C@H](C)CO)C[C@@H](C)[C@H](CN(C)S(=O)(=O)c2cccs2)O3)cc1,-0.7,/,0.5,1.7,-0.8,1.6,1.3,0.0
O=C1CSc2ccc(C(=O)N3CCCCC3)cc2N1,1.8,6.2,2.9,-3.2,/,1.4,-0.7,0.0
COc1ccc(CN(C)C[C@@H]2OCCCC[C@@H](C)Oc3ccc(NC(=O)C4CCCCC4)cc3C(=O)N([C@@H](C)CO)C[C@@H]2C)cc1,1.4,/,1.7,1.0,10.1,-0.3,-8.6,0.0
O=C(C[C@@H]1CC[C@H]2[C@@H](COC[C@H](O)CN2S(=O)(=O)c2ccc(F)cc2)O1)N[C@H]1CCN(Cc2ccccc2)C1,0.0,1.5,2.7,-4.6,-4.6,18.5,6.7,0.0
Nc1ccc(C(=O)N2N=C(c3ccc(F)cc3)CC2(O)C(F)(F)F)cc1 (stereo not drawn),0.6,6.9,1.9,/,1.2,-8.5,2.3,0.1
O=C(CCCc1ccccn1)c1cccc2ccccc12,4.7,-2.6,-1.0,0.5,/,/,-1.5,0.1
COc1ccc(Cl)cc1NC(=O)c1nnn(CC(=O)Nc2cc(C)cc(C)c2)c1N,2.0,-50.4,-5.9,-3.2,1.1,12.5,-3.4,0.0
O=C(CN1CCN(c2ccc(O)cc2)CC1)NC(c1ccccc1)c1ccccc1,2.6,/,-3.4,/,0.6,-0.6,2.8,0.1
COC(=O)C[C@@H]1CC[C@@H]2[C@@H](COc3ccc(NS(=O)(=O)c4ccccc4Cl)cc3C(=O)N2C)O1,-3.2,-18.9,4.2,/,-0.5,11.6,0.1,0.2
O=C(Nc1cccc(Cl)c1)N1C[C@@H]2[C@H](c3ccccc31)[C@H](CO)N2C(=O)C1CC1,-3.0,9.4,-9.3,-0.5,0.6,2.8,-2.3,0.0

# Compound profiles (already shown). Order of screens: ERAP1 inh, C2C12 statin, S100A4 MyoIIA, PGC1a acetyl inh, SIRT5 block, LGR2 inh, Cneo AK release, Xi reactivation
# CC1(C(=O)Nc2ccc3c(c2)OCCO3)CN(S(C)(=O)=O)CC(=O)N1CCCN1CCOCC1 (stereo not drawn) is listed as -1.3, /, 2.5, /, -1.8, -4.7, /, -0.1
# O=C(CN1CCN(c2ccc(O)cc2)CC1)NC(c1ccccc1)c1ccccc1 is listed as 2.6, /, -3.4, /, 0.6, -0.6, 2.8, 0.1
# O=C(CCCc1ccccn1)c1cccc2ccccc12 is listed as 4.7, -2.6, -1.0, 0.5, /, /, -1.5, 0.1
# COc1ccc(Cl)cc1NC(=O)c1nnn(CC(=O)Nc2cc(C)cc(C)c2)c1N is listed as 2.0, -50.4, -5.9, -3.2, 1.1, 12.5, -3.4, 0.0
# O=C(C[C@@H]1CC[C@H]2[C@@H](COC[C@H](O)CN2S(=O)(=O)c2ccc(F)cc2)O1)N[C@H]1CCN(Cc2ccccc2)C1 is listed as 0.0, 1.5, 2.7, -4.6, -4.6, 18.5, 6.7, 0.0

# Next section:
SMILES,ERAP1 inh,C2C12 statin,S100A4 MyoIIA,PGC1a acetyl inh,SIRT5 block,LGR2 inh,Cneo AK release,Xi reactivation
Cc1nnc(SCC(=O)NNC(=O)c2ccccc2)n1-c1ccccc1,-4.8,/,-3.5,/,-3.0,-12.8,/,0.1
COc1ccc(C#Cc2cnc3c(c2)C(=O)N([C@H](C)CO)C[C@@H](C)[C@H](CN(C)CC2CCCC2)O3)cc1,-3.3,1.0,-5.4,25.3,-2.2,-2.5,2.1,-0.5
Cc1c(C(=O)N2CCCCC2)c(S(=O)(=O)N2CCN(c3ccccc3F)CC2)c(C)n1C,-3.7,4.8,3.2,4.9,1.1,1.3,0.2,0.0
Cn1c(-c2ccsc2)c(-c2cccs2)c2cc(-c3cccc4[nH]ccc34)ccc21,/,7.6,-1.6,/,/,-10.0,-1.3,-0.4
CCOc1ccc2c(c1)C(C)=CC(C)(C)N2C(=O)Nc1ccccc1F,0.7,/,0.8,13.3,/,0.8,5.9,0.0
CO[C@@H]1CN(C)C(=O)c2ccc(NC(C)=O)cc2OC[C@H](C)N(C(=O)c2ccccc2F)C[C@@H]1C,/,-8.5,/,-7.3,/,5.4,-1.6,0.1
CCOCCCNC(=O)C(NC(=O)c1ccccc1O)c1ccccc1 (stereo not drawn),3.2,/,0.8,-1.4,-5.7,4.8,/,0.0
COc1ccc([N+](=O)[O-])cc1NCC(=O)Nc1cccc(S(=O)(=O)N2CCCC2)c1,-1.4,/,-0.8,/,-0.4,14.2,/,0.0
Cc1ccc(S(=O)(=O)Nc2ccc3c(c2)C(=O)N([C@@H](C)CO)C[C@H](C)[C@H](CN(C)Cc2ccc(C(F)(F)F)cc2)O3)cc1,/,?,/,-9.1,/,7.8,/,0.3
COc1ccc(OCc2nnc(SCC(=O)Nc3ccccc3Cl)o2)cc1,0.6,-1.3,-10.5,-0.9,0.9,1.2,/,0.1
CCc1nnc(NC(=O)CSc2nnc(-c3ccc(S(=O)(=O)N4CCCC4)cc3)n2CC)s1,-0.4,3.1,2.1,/,-3.2,3.7,-3.7,/
COc1cccc(C(C(=O)NC2CCCCC2)N(CCN2CCOCC2)C(=O)C2COc3ccccc3O2)c1 (stereo not drawn),4.4,0.3,1.6,/,-2.1,/,0.6,0.0

# Screening data as filed in PubChem.
